BLM inh: Bloom syndrome helicase (human) inhibition; recombinant BLM DNA unwinding, fluorescence dequenching; 350,000 compounds, 0.2% hits; Potency, µM (top dose mostly 56.1 µM), for inactives: at the top dose activity change, negative = inhibition, hits mostly inhibitors;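 further: plate controls were vehicle for no effect and no enzyme for full effect; nearly all actives have a fitted effect of over 35% in size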
POLH inh: inhibitors of human DNA polymerase eta; recombinant Pol eta, fluorescent DNA replication assay; 390,000 compounds, 1.2% hits; Potency, µM (series often up to 114 µM), without a hit: at the top dose activity change, negative = inhibition, hits mostly inhibitors; further: on the % scale 0 is the no-effect control and ±100 the full control effect
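Fluorescent replication assay: 50 nM final substrate added after a 15 min room-temperature compound preincubation with 10 nM enzyme. Signal taken at 0 min and again at 10 min.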
Pol iota inh: DNA polymerase iota (human) inhibition; Pol iota fluorescent replication assay, 10 min; Potency, µM (top dose mostly 115 µM), for inactives: at the highest dose activity, negative = inhibition, usual class: inhibitors; 390,000 compounds, 1% hits; AID 588590
Target sequence (Q9UNA4 whole entry, looked up): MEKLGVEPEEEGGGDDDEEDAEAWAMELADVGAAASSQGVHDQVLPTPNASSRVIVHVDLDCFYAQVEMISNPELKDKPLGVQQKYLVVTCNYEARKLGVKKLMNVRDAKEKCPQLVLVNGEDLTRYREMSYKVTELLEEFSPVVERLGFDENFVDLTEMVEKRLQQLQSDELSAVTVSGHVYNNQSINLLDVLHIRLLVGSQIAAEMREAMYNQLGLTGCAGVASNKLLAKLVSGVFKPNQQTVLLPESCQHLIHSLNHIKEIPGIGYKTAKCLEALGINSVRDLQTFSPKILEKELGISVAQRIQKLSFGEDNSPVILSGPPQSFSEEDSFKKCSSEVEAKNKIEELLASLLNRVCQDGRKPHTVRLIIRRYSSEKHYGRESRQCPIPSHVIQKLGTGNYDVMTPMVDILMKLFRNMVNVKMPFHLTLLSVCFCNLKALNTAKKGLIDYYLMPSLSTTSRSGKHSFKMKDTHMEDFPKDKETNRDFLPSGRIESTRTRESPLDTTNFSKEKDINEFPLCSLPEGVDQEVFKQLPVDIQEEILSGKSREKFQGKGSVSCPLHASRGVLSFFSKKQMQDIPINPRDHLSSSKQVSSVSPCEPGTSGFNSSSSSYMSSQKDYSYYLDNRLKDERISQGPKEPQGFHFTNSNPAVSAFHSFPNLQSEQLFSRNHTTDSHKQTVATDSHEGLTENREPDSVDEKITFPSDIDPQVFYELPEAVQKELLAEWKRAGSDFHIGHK
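Fluorescent replication assay read twice, at 0 min and 10 min after adding 50 nM (final) substrate. Enzyme (10 nM) and compounds were first incubated 15 min at room temperature; enzyme-free buffer wells were negative controls.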
BAZ2B block: inhibitors of human BAZ2B bromodomain; AID 504333; 360,000 compounds, 4.4% hits; Potency, µM (top dose mostly 114 µM), for the others: at the highest dose activity change, negative = inhibition, usual class: inhibitors; AlphaScreen BAZ2B-H3K14Ac peptide displacement; further: on the % scale 0 is the no-effect control and ±100 the full control effect; nearly all actives have a fitted effect of over 60% in size
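In this displacement format the biotinylated H3(5-23) peptide acetylated at Lys14 serves as ligand at 50 nM, with BAZ2B at 50 nM in PBS pH 7.4 containing 0.01% Tween-20. Donor and acceptor beads are 10 ug/mL final.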
POLK inh: inhibitors of human DNA polymerase kappa; Q9UBT6; purified Pol kappa, fluorescent DNA synthesis assay, 10 min; Potency, µM (titrated, usually from 107 µM), for the others: at the top dose activity, negative = inhibition, usual class: inhibitors; 400,000 compounds, 0.53% hits; further: on the % scale 0 is the no-effect control and ±100 the full control effect
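Here, compound and 10 nM enzyme are combined for 15 min at room temperature; adding 50 nM substrate (final) starts DNA synthesis, tracked by fluorescence at 0 and 10 min against buffer-only wells.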
APE1 inh: blocks human APE1 abasic DNA cleavage; P27695; recombinant APE1, TAMRA/BHQ-2 abasic DNA cleavage fluorescence; Potency, µM (top dose mostly 65.8 µM), inactives show at the top dose activity change, negative = inhibition, most hits filed as inhibitors; 350,000 compounds, 0.35% hits; AID 2517;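 further: plate controls were vehicle for no effect and reference inhibitor for full effect; nearly all actives have a fitted effect of over 55% in size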
Target sequence (P27695 whole entry, looked up): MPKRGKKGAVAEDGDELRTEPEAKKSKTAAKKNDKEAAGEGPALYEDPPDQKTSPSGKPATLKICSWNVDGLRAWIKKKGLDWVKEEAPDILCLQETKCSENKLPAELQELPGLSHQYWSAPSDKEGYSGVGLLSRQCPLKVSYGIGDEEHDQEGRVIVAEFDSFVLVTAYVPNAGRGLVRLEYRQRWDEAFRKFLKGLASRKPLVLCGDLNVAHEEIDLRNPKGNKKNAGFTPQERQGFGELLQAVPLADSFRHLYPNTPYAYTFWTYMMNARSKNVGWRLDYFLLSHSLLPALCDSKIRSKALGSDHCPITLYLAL
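APE1 at 0.75 nM final was preincubated with compound 15 min at room temperature, then 50 nM double-stranded THF abasic-site substrate (5'-TAMRA/3'-BHQ-2) was added. Fluorescence (ex 525/em 598 nm) was read kinetically; third-minus-first read gave activity.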
G9a inh: inhibitors of human histone lysine methyltransferase G9a | Q96KQ7 | G9a H3K9 monomethylation, AlphaScreen, 2 h | Potency, µM (doses to about 102 µM), inactives show top-dose activity, negative = inhibition, most hits filed as inhibitors | 350,000 compounds, 8.8% hits | AID 504332; further: on the % scale 0 is the no-effect control and ±100 the full control effect; nearly all actives have a fitted effect of over 75% in size
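G9a (20 nM) was preincubated 15 min with compound, then reacted 2 h at room temperature with 500 nM biotin-H3K9 peptide and 20 µM SAM. Monomethyl-H3K9 detected by AlphaScreen using anti-H3K9me1 antibody.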
Apoferritin bind: binds horse apoferritin like a general anesthetic; P02791; apoferritin/1-aminoanthracene competitive binding, fluorescence; Potency, µM (top dose mostly 77.5 µM), for the others: at the top dose activity change, negative = displacement, most hits filed as inhibitors; 350,000 compounds, 0.074% hits; AID 485281; further: on the % scale 0 is the no-effect control and ±100 the full control effect; nearly all actives have a fitted effect of over 20% in size
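Probe: 1-aminoanthracene (50% saturated, PBS). Protein: horse-spleen apoferritin, 10 uM. Incubation: 10 min, room temperature. Detection: 380 nm excitation, 535 nm emission. Analysis: normalized response, four-parameter Hill.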
POLB inh: inhibitors of human DNA polymerase beta. P06746. Pol beta primer extension/strand displacement, fluorescence kinetic. Potency, µM (doses to about 114 µM), for the others: top-dose activity change, negative = inhibition, actives largely listed as inhibitors. 340,000 compounds, 1.3% hits. AID 485314; further: on the % scale 0 is the no-effect control and ±100 the full control effect
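Pol beta (10 nM) and compounds were preincubated 15 min at room temperature, then 50 nM substrate (final) started primer extension/strand displacement. Reads were taken at 0 and 10 min; concentration-response data were fitted to a four-parameter Hill equation.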
An asterisk follows results filed as active; ? = inconclusive; nt = no result given; & = joins results of further samples; [ ] = another dose, or the depositor's remark. The call rests on the fitted dose curve; in most records, active means well fitted curve in the direction sought with a large enough effect; inconclusive means small, poorly fitted or top-dose-only effect, or another doubt; inactive means no such curve, though single readings can be large; an effect the other way counts as inactive or inconclusive. Potency means the concentration at half of the fitted maximal effect. Only part of the results is shown, so the mix of outcomes need not match the whole.

Start of the listing, in advance (three entries):
Each structure is followed by: BLM inh	POLH inh	Pol iota inh	BAZ2B block	POLK inh	APE1 inh	G9a inh	Apoferritin bind	POLB inh
[1] Cc1ccc(C)n1-c1c(C(=O)NCCCN2CCN(c3ccc(F)cc3)CC2)sc2ncccc12
    -3%	-12%	21%	?	-8%[60.1 µM]	nt	-45%[59 µM]	-2%	-1%
[2] Cc1ccc(N2CCN(C(=O)N3CCCC3)CC2)cc1C
    0%	10%	0%	-2%	-15%	7%	-21%	-9%	-8%
[3] C=CCSc1nc(=O)n2cccc(C)c2n1
    1%	5%	6%	-2%	6%	-4%	0%	3%	5%

Main list, from the start:
Each structure is followed by: BLM inh	POLH inh	Pol iota inh	BAZ2B block	POLK inh	APE1 inh	G9a inh	Apoferritin bind	POLB inh
[1] Cc1ccc(C)n1-c1c(C(=O)NCCCN2CCN(c3ccc(F)cc3)CC2)sc2ncccc12
    -3%	-12%	21%	?	-8%[60.1 µM]	nt	-45%[59 µM]	-2%	-1%
[2] Cc1ccc(N2CCN(C(=O)N3CCCC3)CC2)cc1C
    0%	10%	0%	-2%	-15%	7%	-21%	-9%	-8%
[3] C=CCSc1nc(=O)n2cccc(C)c2n1
    1%	5%	6%	-2%	6%	-4%	0%	3%	5%
[4] COc1cccc(NC(=O)c2sc3nc(C)c(C(=O)Nc4ccc(C)cc4C)c(-c4ccccc4Cl)c3c2N)c1
    -12%	5%	5%	-3%	-11%	nt	-1%[59 µM]	632%[activator]	2%
[5] CCN(CCNC(=O)C1CCN(S(C)(=O)=O)CC1)c1ccccc1
    0%	-12%	34%[activator]	7%	-8%[60.1 µM]	1%	?	1%	19%
[6] CSCC[C@H](NC(=O)OC(C)(C)C)C(=O)N1CCC(C(=O)NCC(=O)Nc2ccc(C)cc2)CC1
    -3%	-7%	18%	-11%	17%	15%	-3%	5%	20%
[7] Cn1c(=O)c(C(=O)COc2ccc(C#N)cc2)c(N)n(Cc2ccccc2)c1=O
    -1%	-17%	105%[activator]	1%	-15%	-3%	-27%	-4%	-11%
[8] Cc1nn(-c2ccc(F)cc2)c(-n2cccc2)c1C(=O)N1CCN(c2ccc(F)cc2)CC1
    -5%	-16%	12%	?	1%	nt	-35%[59 µM]	-7%	-1%
[9] O=C(c1noc2c1CSc1ccccc1-2)N1CCN(c2ccc(Cl)cc2)CC1
    -4%	-12%	43%[activator]	-10%[57.1 µM]	0%	-6%	35%	6%	-1%
[10] CCCn1ncc(CN2CCN(Cc3ccsc3)C(CCO)C2)c1C (stereo not drawn)
    -4%	-1%	6%	4%	7%	9%	-2%	-4%	21%

Remaining list, next part.
Each structure is followed by: BLM inh	POLH inh	Pol iota inh	BAZ2B block	POLK inh	APE1 inh	G9a inh	Apoferritin bind	POLB inh
[11] Cc1cccc(NS(=O)(=O)c2ccc3[nH]c4c(c3c2)CCCCCC4)c1
    -15%	-21%	?	-29%	-7%[60.1 µM]	nt	16µM*	-18%	6%
[12] O=C(c1cc(COc2ccc(F)cc2Cl)on1)N1CCCCCCC1
    -4%	-26%	18%	46%[activator]	-3%	-6%	62%[activator]	?	9%
[13] Cc1ccc(CCNC(=O)CCCn2c(=O)c3ccccc3n(Cc3ccccc3C)c2=O)cc1
    -5%	-14%	30%[activator]	-6%	0%	nt	4%[59 µM]	-6%	1%
[14] CCOC(=O)N/N=C/c1ccc(OCCSc2ccc(Cl)cc2)c(OC)c1
    -9%	-12%	-26%	?	-30%	-7%	-12%[59 µM]	-12%	22%
[15] FC(F)(F)c1nc(Sc2ncccc2C(F)(F)F)n[nH]1
    1%	-8%	?	-29%	-17%	4%	?	-4%	-1%
[16] c1ccc2c(c1)CCCC2C1=NCCN1 (stereo not drawn)
    5%&-8%	-8%	1%	8%	?	15%	11%[59 µM]	1%&8%	-17%
[17] COc1cccc(NC=C2C(=O)OC(C)(C)OC2=O)c1
    -1%	-13%	16%	0%	-4%	?	22%	-12%	2%
[18] CCOCc1nnc(NC(=O)c2cccc(OC)c2)s1
    4%	-1%	6%	?	0%	0%	50µM*	-9%	13%
[19] CC1(C)OC(=O)C(=CNc2cccc(C(=O)O)c2)C(=O)O1
    -1%	-11%	-1%	8%	-4%	16%	?	-6%	36%
[20] CCc1cc2c(cc3c(=O)n(CC(=O)NC4CCC(C)CC4)ncn32)s1 (stereo not drawn)
    -5%	-11%	26%	1%	-1%	nt	-5%[59 µM]	1%	-30%

Other compounds:
Each structure is followed by: BLM inh	POLH inh	Pol iota inh	BAZ2B block	POLK inh	APE1 inh	G9a inh	Apoferritin bind	POLB inh
[21] O=C(CN1N=C(c2ccc(Cl)cc2)CCC1=O)NCc1cccs1
    2%	nt	nt	-12%	nt	-4%	1%	?	-1%
[22] Cc1ccc(S(=O)(=O)/N=C(\c2ccccc2)N(C)S(=O)(=O)c2ccc(C)cc2)cc1
    -6%	-2%	0%	-7%	5%	12%	-33%[59 µM]	?	6%
[23] COc1ccc(S(=O)(=O)N2CCCCCC2)cc1NC(=O)CC1OC(=O)c2ccccc21 (stereo not drawn)
    nt	-6%	12%	8%	4%	3%	-32%	nt	nt
[24] CS(=O)(=O)N1CCN(c2ccccc2NC(=O)c2cc(Br)ccc2Cl)CC1
    -5%	-20%	33%[activator]	-24%	-12%	9%	-1%	-17%	0%
[25] O=C(Cn1c(=O)oc2cc(S(=O)(=O)N3CCCCC3)ccc21)NCc1ccc(Cl)cc1
    -8%	-19%	19%	-22%	1%	nt	1%[59 µM]	-14%	-1%
[26] CSc1ccccc1NC(=O)C(C)N1C(=O)c2ccccc2S1(=O)=O (stereo not drawn)
    nt	-6%	33%[activator]	7%	-7%	1%	10%	nt	nt
[27] COc1cc(NC(=O)c2ccc(Cl)cc2)c(OC)cc1NC(=O)CN1CCCCC1
    -10%	-14%	55%[activator]	40µM*	-12%	-6%	50µM*	6%	-2%
[28] COC(=O)c1cc2sc(Cl)cc2n1CC(=O)N1CCCc2ccccc21
    -6%	-8%	?	-3%	-13%	2%	nt	-7%	-3%
[29] CCOc1cc(/C=N/n2cnnc2)ccc1OS(=O)(=O)c1ccc(C)cc1
    -4%	-18%	81%[activator]	-13%	-9%	-4%	?	-12%	-25%
[30] CSCC[C@H](NC(=O)[C@H](Cc1ccccc1)NC(=O)[C@H](Cc1cnc[nH]1)NC(=O)CNC(=O)[C@@H](NC(=O)[C@H](C)NC(=O)[C@H](Cc1c[nH]c2ccccc12)NC(=O)[C@H](CCC(N)=O)NC(=O)[C@@H]1CCCN1C(=O)[C@@H](NC(=O)[C@@H]1CCC(=O)N1)C(C)C)C(C)C)C(N)=O
    -1%	nt	nt	nt	10%[60.1 µM]	-4%	nt	-6%	nt

(next part)
Each structure is followed by: BLM inh	POLH inh	Pol iota inh	BAZ2B block	POLK inh	APE1 inh	G9a inh	Apoferritin bind	POLB inh
[31] CC(C)c1ccc(NC(=O)c2cnn(-c3ccccc3)c2NC(=O)c2ccco2)cc1
    -1%	?	1%	-23%	-3%	2%	-30%[59 µM]	?	0%
[32] O=C(O)COCC(=O)N1CCN(c2cc(C(F)(F)F)nc3ccccc23)CC1
    0%	-24%	19%	2%	0%	-9%	-36%	-9%	8%
[33] CN1CCN(C(=O)c2ccc(CSc3nc4ccncc4n3Cc3ccc(F)cc3)cc2)CC1
    3%	-3%	-18%	1%	-15%	0%	?	6%	5%
[34] Cc1c(Cc2ccccc2)c(=O)oc2cc(OCC(=O)N3CCC(C(=O)O)CC3)ccc12
    -3%	0%	-1%	-4%	2%	15%	-7%[12.7 µM]	-12%	0%
[35] CCc1ccccc1N=C1SCC(=O)N1C
    -1%	-10%	23%	-1%	-17%	-1%	-23%	-11%	1%
[36] COc1ccc(S(=O)(=O)NCc2ccc3c(c2)OCO3)cc1C(=O)O
    0%	-6%	11%	9%	3%	-1%	19%[12.7 µM]	6%	-1%
[37] CC(C)(C)OC(=O)NCCCC[C@H](NC(=O)c1nc[nH]c1C(=O)N1CCc2ccccc2C1)C(=O)OC(C)(C)C
    -13%	-14%	22%	-2%	-4%	11%	-12%[12.7 µM]	-11%	4%
[38] O=C(NCCc1nc2ccccc2[nH]1)c1ccc(Cl)c([N+](=O)[O-])c1
    2%	-15%	?	-37%	-1%	4%	6%[59 µM]	-4%	6%
[39] Nc1nc(C2CCCCC2)cs1
    0%	3%	10%	-30%	5%	4%	?	?	1%
[40] Cc1ccc2c(=O)cc(C(=O)Nc3ccc(S(=O)(=O)Nc4onc(C)c4C)cc3)oc2c1C
    4%	0%	?	-34%	4%	nt	-37%[59 µM]	-10%	3%

(continued)
Each structure is followed by: BLM inh	POLH inh	Pol iota inh	BAZ2B block	POLK inh	APE1 inh	G9a inh	Apoferritin bind	POLB inh
[41] Clc1ccccc1-c1nnc(-c2ccc3c(c2)OCO3)o1
    -7%	-7%	20%	-10%	-1%	4%	-14%	-8%	-7%
[42] NC(N)=NCc1cccc(I)c1
    -7%	-12%	48%[activator]	-6%	-19%[60.1 µM]	4%&4%	0%[59 µM]	nt	18%[57.1 µM]
[43] COc1ccc(C(=O)c2sc3nc(-c4ccc(C)cc4)cc(C(F)(F)F)c3c2N)cc1
    1%	-6%	?	18%	3%	nt	-34%[59 µM]	34%[activator]	-2%
[44] CN(CCc1ccccn1)C(=O)Nc1ccc(C(C)(C)C)cc1
    -2%	6%	132%[activator]	1%	-11%	-3%	nt	-8%	-21%
[45] COc1ccccc1CNC(=O)C[n+]1ccccc1
    2%	-13%	11%	6%	0%	2%	28%[12.7 µM]	-1%	-22%
[46] COC(=O)Nc1nc(-c2ccc(F)cc2)c(C)s1
    -1%	-2%	25%	-18%	1%	-3%	-6%	-6%	2%
[47] COc1ccc(NC(=O)c2cc(-c3ccccn3)nc3ccccc23)cc1S(=O)(=O)N(C)C
    nt	-17%	18%	?	-5%	5%	?	nt	nt
[48] Cc1noc(C)c1C(=O)NC(C)c1ccc(Cl)cc1Cl (stereo not drawn)
    -5%	-2%	-5%	-1%	-24%	4%	-2%	-9%	1%
[49] O=C(N/N=C/c1cccc([N+](=O)[O-])c1)c1cc(-c2ccccc2)nc2ccccc12
    4%	-7%	-1%	11%	-1%	2%	25%[59 µM]	-9%	11%
[50] CCCN1C(=O)c2ccc(C(=O)Nc3cc(C)on3)cc2C1=O
    -2%	12%	20%	-3%	-15%	2%	-12%[59 µM]	5%	-8%

Assay outcomes (PubChem)
